ALOX12 inh – ALOX12 (human) lipoxygenase inhibition; P18054; purified 12hLO, xylenol orange hydroperoxide absorbance; Potency, µM (highest dose often 108 µM), without a hit: at the top dose activity change, negative = inhibition, actives largely listed as inhibitors; actives 1.1% (n = 580,000); active = well fitted inhibition curve with a large enough effect; inconclusive = small, poorly fitted or top-dose-only effect, or another doubt; inactive = no such curve, though single readings can be large or run the other way
Target sequence (P18054 whole entry, looked up): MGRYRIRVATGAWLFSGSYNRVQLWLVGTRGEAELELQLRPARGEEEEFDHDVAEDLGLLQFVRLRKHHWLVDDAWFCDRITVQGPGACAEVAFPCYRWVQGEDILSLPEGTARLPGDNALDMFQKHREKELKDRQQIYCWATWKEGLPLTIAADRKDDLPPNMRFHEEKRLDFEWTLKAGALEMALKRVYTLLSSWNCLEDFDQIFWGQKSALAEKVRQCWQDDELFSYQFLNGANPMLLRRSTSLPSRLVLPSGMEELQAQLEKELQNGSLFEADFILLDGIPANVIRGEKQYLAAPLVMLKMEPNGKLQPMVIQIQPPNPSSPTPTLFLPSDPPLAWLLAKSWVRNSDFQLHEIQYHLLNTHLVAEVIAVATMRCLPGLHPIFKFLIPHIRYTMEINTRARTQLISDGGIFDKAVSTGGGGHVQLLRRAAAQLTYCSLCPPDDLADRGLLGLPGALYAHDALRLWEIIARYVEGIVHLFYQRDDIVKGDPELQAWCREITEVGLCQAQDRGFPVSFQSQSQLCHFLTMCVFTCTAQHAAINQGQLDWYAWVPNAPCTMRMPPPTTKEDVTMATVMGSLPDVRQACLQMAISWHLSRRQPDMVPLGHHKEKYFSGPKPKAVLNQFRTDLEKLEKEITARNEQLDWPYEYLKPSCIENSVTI
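Purified human 12hLO at 150 nM in 25 mM Hepes, 0.01% Triton X-100, pH 7.0, preincubated 15 min at room temperature with compound. Reaction started with 40 uM arachidonic acid, 30 min at room temperature. Hydroperoxide measured by Fe-xylenol orange, 573/405 nm absorbance ratio.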
An asterisk follows results filed as active; ? = inconclusive; [ ] = another dose, or the depositor's remark. % is set by controls: 0 for no effect and ±100 for the full control effect; potency is the fitted concentration of half-maximal effect. Not all compounds are listed. The share of hits here may be higher or lower than overall.

compound	ALOX12 inh
CCOCC(=O)N1CCC2(CC1)CN(Cc1ccccc1)CC2CO (configuration not stated)	48%[activator]
Cc1ccc(CN2C[C@H](O)C[C@H]2c2nc(-c3ccc(F)cc3)no2)cc1	-23%[176 µM]
Cc1cc(C(=O)N2CCc3ncnc(N4CCOCC4)c3CC2)n(C)n1	36%
CCn1ccc(C(=O)NC2CCN(c3cc(-c4ccccc4)[nH]n3)CC2)n1	61%[activator]
CCCC(=O)n1nc(NCc2ccccc2)nc1NCc1ccccc1	?
N#Cc1ccccc1S(=O)(=O)N1CCN(C(=O)c2ccc(Cn3nnc4ccccc43)cc2)CC1	36%
COC(=O)CCS(=O)(=O)c1ccc(Cc2ccc(S(=O)(=O)CCC(=O)OC)cc2)cc1	-34%
COc1ccc(OC)c(S(=O)(=O)N2CCCOCCNC(=O)[C@@H]3CCCC[C@@H]32)c1	23%
Cc1nc(NC(=O)C2CC(=O)N(CC(C)C)C2)sc1C (configuration not stated)	?
CC1CCCCN1C(=O)C(NC(=O)c1cccs1)C1CCN(C(=O)C2CCCC2)CC1 (configuration not stated)	-5%
COCCN[C@H]1C[C@@H]2c3[nH]c4ccccc4c3C[C@@H](C(=O)OC)N2[C@H](c2ccccc2)C1	2%[176 µM]
CCCC(=O)NC1CCN(c2cnn(CC)c(=O)c2)CC1	17%
COc1cccc([S+](=O)([O-])N2CCC3(CC2)C(=O)NN=C3C2CC2)c1	31%
N#Cc1cccc(/C=C/C(=O)NCCc2cccs2)c1	?
O=C1CCN(C(=O)CC(c2ccccc2)c2ccc3c(c2)OCO3)CCN1 (configuration not stated)	71%[activator]
CCCNc1cc(N2CCC(CCC(=O)NCc3cccc(OC)c3)CC2)ncn1	79%[activator]
OCCc1ccc(Nc2cnc3ccc(-c4ccc(F)cc4)nn23)cc1	?
O=S(=O)(c1ccc2c(c1)OCCO2)c1nc(-c2ccccc2F)oc1N1CCOCC1	?
CC(=O)Nc1cccc(NC(=O)C2(Cc3nc4ccccc4s3)CCCC2)c1	5%
CC(C)NC(=O)c1cccc(NC(=O)Nc2ccc(Cl)cc2)c1	-23%
CC(C)(C)C(=O)COC(=O)c1ccccc1SCC(=O)NCCc1ccc2c(c1)OCCO2	-6%
Cc1nn(-c2ccc(C(F)(F)F)cc2)c(C)c1[C@@H]1C=C[C@@H](NC(=O)C2CCCCC2)C1	35%[176 µM]
CCN(Cc1ccc2c(c1)OCO2)C(=O)NC(c1ccc2c(c1)OCCCO2)C(C)C (configuration not stated)	4%
O=C(O)CCc1cc2n(n1)CCN(C(=O)c1ccccc1-n1cccc1)C2	-1%
O=C(Oc1ccc2c(=O)c(Oc3ccc(F)cc3)coc2c1)c1ccccc1F	?
Cc1ccc(-c2cccc(CN3CCN(c4ccc(Cl)nn4)C(=O)C3)c2)c(C)c1	7%[6.33 µM]
COc1ccc(C(=O)N2CCCC(n3cc(-c4nc(C)no4)nn3)C2)cc1 (configuration not stated)	7%
C=CCN1CCN(C(=O)[C@@H]2Cc3c[nH]c4cccc(c34)[C@H](CC(C)C)N2)CC1	42%[activator][176 µM]
O=C(Cc1cccc(Cl)c1)N1CCc2c(n(CCOc3ccccc3)n(-c3ccccc3)c2=O)C1	2%
N#Cc1ccc(CN2CCCC3(COc4ccccc4C(=O)N3)C2)cc1 (configuration not stated)	12%
COCCn1c(=O)c(C)nc2cnc(Oc3ccc(OC)cc3)nc21	0%
CN(C)c1ccc(-c2nnc([C@H]3CCN(C(=O)CCC(=O)O)C3)o2)cc1	29%[176 µM]
O=C(N1CCOCC1)N1CCCC1c1nnc2n1CCNC2 (configuration not stated)	?
COC[C@@H]1CN(C(=O)c2occc2C)C[C@H]1c1ccncc1	37%[activator]
Cc1nn(-c2ccccc2)c(C)c1CN(C)S(=O)(=O)c1ccc(F)cc1	-4%
COc1ccc(Br)cc1CSc1nnc(C2CC2)n1C	4%
Cc1cn2nc(C(=O)NCCc3cccs3)cc2c(N2CCSCC2)n1	-5%
Fc1cccc(-c2nc(COc3ccc(Br)cc3F)co2)c1	32µM*
CCn1c(=O)c2ccnn2c2ccc(C(=O)NCCc3cccnc3)cc21	6%
Cc1cc(C(=O)N2CCn3nc(C(C)O)cc3C2)c2ccc(F)cc2n1 (configuration not stated)	22%
COc1ccc(OC)c2c1cc(C(=O)NCCC(=O)Nc1ccc3c(c1)OCCO3)n2C	?
O=C(CCS(=O)CCC(=O)NCCc1ccccc1)NCCc1ccccc1	?
CCCc1noc(-c2ccn3c(CNC(=O)c4ccc(C)cc4C)nnc3c2)n1	38%[activator]
CC(=O)c1cn(CC(=O)N2CCCCCC2)c2ccccc12	64%[activator]
O=C(CNc1cc(S(=O)(=O)N2CCCCC2)ccc1N1CCCCC1)Nc1ccc(F)cc1	10µM*
O=c1[nH]cc(F)c(=O)n1C1OC(CO)C(O)C1O (configuration not stated)	-6%
CC(C)CCN1C(=O)CC[C@H]2CN(C(=O)Cn3ccc(=O)[nH]c3=O)CC[C@H]21	1%
O=C(c1ccc(-c2ccccc2)cc1)N1C[C@@H]2C[C@H](C1)c1ccc(NS(=O)(=O)c3cccc(F)c3)c(=O)n1C2	109%[activator]
COc1ccc(NC(=O)C2CC(=O)Nc3c(-c4ccc(OC)cc4)cnn32)cc1 (configuration not stated)	-8%
O=c1[nH]c(SCc2ccccc2)nc2nc[nH]c12	-7%
CS(=O)(=O)N1CCC(C2CCN(C(=O)C3CC=CCC3)C2)CC1 (configuration not stated)	38%
COc1ccc(N2CCN(C(=O)Cn3cccc3-c3nc(-c4ccc5c(c4)OCO5)no3)CC2)cc1	2%
NC(=O)NCCN1CCCC(N2CCN(c3cccc(C(F)(F)F)c3)CC2)C1 (configuration not stated)	17%
Cc1cnc(C(=O)N2CCCCCNC(=O)[C@@H]3CCC[C@@H]32)cn1	46%[activator]
COc1cc(NC(=O)Cn2ccn3nc(-c4ccccc4)c(CO)c3c2=O)cc(OC)c1OC	1%
CCc1cc(=O)n(Cc2ccccc2)c(N2CCOCC2)n1	33%[activator]
COc1cccc(S(=O)(=O)Nc2c(NC3CCCC3)c3ccccc3oc2=O)c1	?
CC(c1ccc(-n2cncn2)cc1)n1ccnc1-c1cc2n(n1)CCNC2 (configuration not stated)	52%[activator]
COc1cc(NC(=O)N[C@H]2CO[C@H]3[C@@H]2OC[C@@H]3Nc2nccc(C(C)(C)C)n2)cc(OC)c1	?
Cc1nnc(-c2cc(-c3ccsc3)ccn2)n1Cc1ccncc1	5%[176 µM]

The results go on.
compound	ALOX12 inh
CCC1Oc2ccc(NC(=O)c3ccc([N+](=O)[O-])cc3)cc2CN(C(C)CC)C1=O (configuration not stated)	-6%
Cc1ccc(C(=O)NCCc2c[nH]c3ccc(C)cc23)cc1	-20%
Cc1c(OS(C)(=O)=O)ccc2c1O/C(=C\c1ccc3c(c1)OCO3)C2=O	-35%
COc1ccc(-c2nnc(C[C@@H]3C[C@@H](C(C)C)[C@H](CNCc4cccnc4)C=C3C)o2)cc1	18%
C=CCNC(=O)C1CCN(C(=O)N2CC3CC(C2)[C@H]2CCCC(=O)N2C3)CC1 (some centres not stated)	4%
CC(C)c1nnc2ccc(N3CCC(C(=O)Nc4ccc5c(c4)OCO5)CC3)nn12	11%
COc1ccc(Nc2ccc3ncn(-c4ccccc4)c(=O)c3n2)cn1	19%[176 µM]
CN1CCN(c2nc3c(c(=O)[nH]2)CCN(Cc2cn[nH]c2-c2ccccc2)CC3)CC1	39%[activator]
Cc1cc(C(=O)NCC2CC2)c2c(C3CCNCC3)noc2n1	?
COc1ccc(-c2n[nH]c3c2CC(=O)N(CCOc2ccccc2)C3)cn1	33%[176 µM]
NCc1cccc(-c2cncnc2)c1	?
COc1ccccc1NC(=O)Cn1c(N2CCN(c3ccccc3)CC2)nc(C)cc1=O	9%
CN(C)Cc1ccccc1-c1nccc(NCc2cccs2)n1	?
COCCN1C(=O)c2cccn2CC1CNC(=O)NCc1ccc(F)cc1 (configuration not stated)	44%[activator]
Cc1cccc(CC(=O)NC2CCN(c3cc(-c4cccs4)[nH]n3)C2)c1 (configuration not stated)	48%[activator]
COc1cccc(CN2CCC3(CCCO3)CCC2=O)c1 (configuration not stated)	42%[activator]
Cc1ccc(CSC2=NS(=O)(=O)c3ccccc3N2Cc2ccccc2)cc1	3%
O=C(c1cccc(F)c1)N1CCC2(CCCN(C(c3ccccc3)c3ccccc3)C2)CC1	-11%[57.4 µM]
COc1ccc(C(=O)N2CCc3nnc([C@@H]4C[C@@H](O)CN4C)n3CC2)cc1F	-2%
CCNC(=S)NCc1ccccc1	-1%

Reformatted with each value named: part of the list above.
Compound: CN1CCN(c2nc3c(c(=O)[nH]2)CCN(Cc2cn[nH]c2-c2ccccc2)CC3)CC1
- ALOX12 inh: 39%[activator]
Compound: Cc1cc(C(=O)NCC2CC2)c2c(C3CCNCC3)noc2n1
- ALOX12 inh: ?
Compound: COc1ccc(-c2n[nH]c3c2CC(=O)N(CCOc2ccccc2)C3)cn1
- ALOX12 inh: 33%[176 µM]

Carrying on.
compound	ALOX12 inh
O=C(c1ccccc1)N1CCCC(n2cc(-c3nc(-c4ccccc4)no3)nn2)C1 (configuration not stated)	3%
COc1ccc(-c2cc(N3CCCN(C(=O)C4(c5ccc(OC)cc5)CC4)CC3)n[nH]2)cc1	22%
O=C(Cn1ccc(=O)[nH]c1=O)NC(c1ccc(F)cc1)c1cccs1 (configuration not stated)	-14%
N#C/C(=C\c1ccc(OCC(=O)N2CCOCC2)cc1)C(=O)Nc1ccccc1	7%
Cc1ccncc1C(=O)N1CCC2(CC1)CC(N1CCN(c3ccccn3)CC1)CCO2 (configuration not stated)	42%[activator]
CC(C)(C(=O)N1CCN(C(=O)c2cc(=O)[nH]c3ccccc23)CC1)c1ccccc1	2%
Cc1cc(C(=O)CSc2nnc(COc3ccccc3)n2CCC(C)C)c(C)n1Cc1ccc(F)cc1	-28%
O=C(Cc1ccc(F)cc1)N1CCC(Cc2nc(-c3ccc(F)cc3)no2)CC1	18%
O=C(Nc1ccccc1)N1CCC(Oc2ccccc2-c2nc(-c3ccccc3)no2)C1 (configuration not stated)	18%
CCN1CCCCC12Cc1ccccc1CN(C(=O)C1CCN(C)CC1)C2 (configuration not stated)	?
COc1ccc(/C=C/c2ccc3c(c2)C(=O)N2CC[C@H](NC(=O)COCC(=O)O)[C@H]2C(=O)N3)cc1	?
Cc1ccc2c(CN3c4ccc(S(N)(=O)=O)cc4CC3C)cc(=O)oc2c1C (configuration not stated)	?
O=C(c1ccc(-n2cccc2)cc1)N1CCN(S(=O)(=O)c2cc(F)ccc2F)CC1	-1%
C[C@H]1[C@@H](c2ccccc2)Oc2c(Cl)cccc2S(=O)(=O)N1C	0%
CCCCCCCCCCCCCCCC(N)=O	6%[12.5 µM]
O=C(N[C@H](C(=O)N1CCC[C@H]1C(=O)NCCc1ccccc1Cl)c1ccccc1)c1ccc(Cl)cc1Cl	-7%
O=C(Nc1ccc2c(c1)CCC2)c1cc(Cl)ccc1Cl	-7%
Cc1c(CCl)cc(C(=O)O)cc1CCl	5.6µM*
COc1ccc(-c2noc(-c3nnn4c3COC(c3ccc(Cl)cc3)C4)n2)cc1OC (configuration not stated)	35%[activator]
O=C(CC1CCCN(c2cnn(CC3CC3)c(=O)c2)C1)NCC1CC1 (configuration not stated)	10%

Reprinted from the part before: 5 compounds, then new ones.
compound	ALOX12 inh
O=C(N[C@H](C(=O)N1CCC[C@H]1C(=O)NCCc1ccccc1Cl)c1ccccc1)c1ccc(Cl)cc1Cl	-7%
O=C(Nc1ccc2c(c1)CCC2)c1cc(Cl)ccc1Cl	-7%
Cc1c(CCl)cc(C(=O)O)cc1CCl	5.6µM*
COc1ccc(-c2noc(-c3nnn4c3COC(c3ccc(Cl)cc3)C4)n2)cc1OC (configuration not stated)	35%[activator]
O=C(CC1CCCN(c2cnn(CC3CC3)c(=O)c2)C1)NCC1CC1 (configuration not stated)	10%
CC(=O)NCC1(COc2cccnc2)C[C@@H](O)[C@@H](O)C1 (some centres not stated)	105%[activator][176 µM]
CC1=C[C@@H](CNC(=O)c2ccccc2)[C@H](C(C)C)C[C@H]1CC(=O)N1CCN(C)CC1	?
Cc1c(Cl)cc(C(=O)N2CCC[C@H]2C(=O)N2CCOCC2)cc1Cl	64%[activator]
O=C(CSc1nnnn1C1CC1)N1CCN(S(=O)(=O)c2ccc3c(c2)CCC3)CC1	?
COc1ccccc1CCC(=O)N1[C@@H]2CC[C@H]1CC(NC(=O)c1ccc(F)cc1)C2 (some centres not stated)	51%[activator]
COc1cc([N+](=O)[O-])c(OC)cc1Nc1ccccc1C(=O)O	?
O=C(c1ccncc1)N1CC2CCC(C1)N2Cc1cccc(-c2ccsc2)c1	3%[6.33 µM]
CCn1nc(C(C)C)cc1C(=O)NCCCn1nc(C)c(Cl)c1C	-24%
CC1(c2ccccc2)N(Cc2ccccc2C#N)C(=O)OC12CCN(Cc1ccccc1F)CC2 (configuration not stated)	-9%
CCCCc1ccc(OC(=O)c2ccc(O)cc2)cc1	?
Clc1ccccc1-c1nc(NC2CCNCC2)c2ccccc2n1	?
Cc1nc(NC(C)C)sc1C(=O)NCc1ccco1	26%
Cc1ccc(C(=O)N2CCN(C(=O)c3nnn4c3COC(c3ccc(Cl)cc3)C4)CC2)cc1F (configuration not stated)	-6%
CC(C)CCN1CCc2c(sc3ncnc(N4CCN(C)CC4)c23)C1	148%[activator]

Assay outcomes (PubChem BioAssay)
